Assay outcomes deposited in PubChem by National Center for Advancing Translational Sciences (NCATS).
LDHA block = LDHA (human) enzyme inhibition; P00338; purified LDHA, NADH/diaphorase-resazurin fluorescence; active compounds read low; activity change, % (values are at about 110 or 230 µM); 0.15% of 480,000 active; in the data active = activity change below about -30%; inconclusive = mostly about -25% to -30%;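 also: plate controls were DMSO wells for no effect and wells without enzyme for full effect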
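Human LDH5 at 2 nM final in Tris HCl pH 7.4 with 0.06 mM NADH and 0.2 mM pyruvate, reacted 5 minutes at room temperature. Remaining NADH coupled via diaphorase/resazurin; resorufin fluorescence read at 0 and 20 minutes, normalized to enzyme-free and DMSO wells.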
RGS4 inh = blocks human RGS4-accelerated GTP hydrolysis; P49798; Transcreener GDP fluorescence polarization, RGS4-accelerated GTP hydrolysis; Potency, µM (doses to about 114 µM), inactives show at the top dose activity change, negative = inhibition, usual class: inhibitors; 0.039% of 390,000 active; AID 504845; also: potency is read from the fitted curve at half-maximal effect; % is scaled to controls: 0 for no effect and ±100 for the full control effect; nearly all actives have a fitted effect of over 75% in size; some results filed as inactive show a strong effect at the top dose
Target sequence (P49798 whole entry, looked up): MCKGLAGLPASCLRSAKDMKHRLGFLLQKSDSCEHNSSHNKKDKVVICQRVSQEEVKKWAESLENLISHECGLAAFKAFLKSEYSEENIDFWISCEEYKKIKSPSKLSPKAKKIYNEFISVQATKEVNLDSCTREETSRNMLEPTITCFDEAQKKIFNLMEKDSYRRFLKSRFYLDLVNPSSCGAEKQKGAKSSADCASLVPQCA
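MLSMR compounds (23 nl, pin-transferred) preincubated 10 min at room temperature with a 500nM (2x) first reagent, then RGS4 at 900nM (2x) plus Transcreener GDP mix added; fluorescence polarization (620/688 nm) read before and after 90 min at 30 °C.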
rTrxR1 inhibitor = inhibitors of rat thioredoxin reductase 1 | O89049 | recombinant rTrxR1, NADPH fluorescence consumption, selenite substrate | Potency, µM (highest dose often 114 µM), for the others: top-dose activity change, negative = inhibition, usual class: inhibitors | 1% of 390,000 active | AID 588453; also: potency is read from the fitted curve at half-maximal effect; % is scaled to controls: 0 for no effect and ±100 for the full control effect; nearly all actives have a fitted effect of over 65% in size
Target sequence (O89049 whole entry, looked up): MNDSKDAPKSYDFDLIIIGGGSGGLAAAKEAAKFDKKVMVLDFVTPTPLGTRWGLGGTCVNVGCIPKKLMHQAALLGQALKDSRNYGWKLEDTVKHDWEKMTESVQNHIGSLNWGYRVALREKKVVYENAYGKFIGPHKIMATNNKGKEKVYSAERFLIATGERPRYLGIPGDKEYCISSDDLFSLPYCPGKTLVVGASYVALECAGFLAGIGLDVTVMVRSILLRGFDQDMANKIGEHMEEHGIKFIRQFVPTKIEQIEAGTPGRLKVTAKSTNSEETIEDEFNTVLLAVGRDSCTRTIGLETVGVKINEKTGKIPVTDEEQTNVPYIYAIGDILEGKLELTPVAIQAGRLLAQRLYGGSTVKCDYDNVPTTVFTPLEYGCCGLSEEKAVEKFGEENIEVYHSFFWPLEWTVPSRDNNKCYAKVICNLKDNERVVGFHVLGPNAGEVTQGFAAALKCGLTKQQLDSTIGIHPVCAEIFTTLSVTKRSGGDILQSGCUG
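Rat TrxR1 (90 nM in the dispensed reagent) was pre-reduced with 400 uM NADPH for 5 min at room temperature, then incubated with compound for 15 min. After 400 uM selenite was added, NADPH fluorescence (Ex 340/Em 450 nm) was followed for 8 min.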
USP1-UAF1 inh = inhibitors of human USP1/UAF1 deubiquitinase; O94782; recombinant USP1/UAF1, Ub-Rhodamine cleavage fluorescence; Potency, µM (doses to about 57.1 µM), for inactives: at the top dose activity change, negative = inhibition, usual class: inhibitors; 0.23% of 390,000 active; AID 743255; also: potency is read from the fitted curve at half-maximal effect; % is scaled to controls: 0 for no effect and ±100 for the full control effect; nearly all actives have a fitted effect of over 60% in size; inactives centre near -12
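USP1/UAF1 complex at 1 nM was preincubated with compound for 15 min at room temperature, then Ub-Rho substrate (150nM final) was added. Fluorescence (480/540 nm) was read kinetically, 6 reads every 60 seconds.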
Glioma ERSR ind = inducers of ER stress response in human glioma cells; U87-MG GRP78 promoter luciferase reporter, 16 h; Potency, µM, for inactives: at the top dose activation, hits mostly activators; 0.02% of 420,000 active; AID 602332; also: potency is read from the fitted curve at half-maximal effect; series mostly up to about 76 µM; % of control where 0% means no effect; nearly all actives have a fitted effect of over 35% in size
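Stably transfected U87-MG human glioma cells carrying a GRP78-based luminescent sensor were seeded at 1000 cells/well, pin-dosed with compounds and incubated 16 h. Luciferase reagent was then added, and end-point luminescence was read after 10 min at room temperature.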
Vif-A3G inh = Vif-A3G binding inhibition; Q9HC16; Potency, µM (top dose mostly 46.1 µM), for the others: at the top dose activity, negative = active, actives largely listed as inhibitors; 0.076% of 410,000 active; AID 602310; HeLa A3G-eYFP + Vif (tagged APOBEC3G with the HIV-1 protein that degrades it), YFP fluorescence, overnight;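 also: potency is read from the fitted curve at half-maximal effect; % is scaled to controls: 0 for no effect and ±100 for the full control effect; nearly all actives have a fitted effect of over 60% in size; hits raise eYFP signal because A3G escapes Vif-driven loss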
Target sequence (Q9HC16 whole entry, looked up): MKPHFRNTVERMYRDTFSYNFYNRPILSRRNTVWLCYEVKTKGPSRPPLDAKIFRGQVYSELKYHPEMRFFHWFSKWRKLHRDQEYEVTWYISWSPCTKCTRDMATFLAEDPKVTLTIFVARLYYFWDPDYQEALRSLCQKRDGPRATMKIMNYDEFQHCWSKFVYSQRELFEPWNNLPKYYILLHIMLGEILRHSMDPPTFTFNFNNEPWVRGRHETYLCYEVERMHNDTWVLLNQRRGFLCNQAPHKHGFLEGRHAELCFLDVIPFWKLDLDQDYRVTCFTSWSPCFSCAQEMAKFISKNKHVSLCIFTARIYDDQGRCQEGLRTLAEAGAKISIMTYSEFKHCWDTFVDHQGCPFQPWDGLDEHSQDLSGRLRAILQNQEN
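HeLa cells stably expressing Vif and C-terminally eYFP-tagged A3G, seeded overnight at 37 deg C, then exposed to compound by pintool overnight at 37 deg C. Rise in yellow fluorescence (Ex 488/Em 500-530, Acumen) marks blocked Vif-driven A3G degradation.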
Vif-APOBEC3F blk = inhibitors of Vif-A3F interaction; HeLa A3F-eYFP + Vif (tagged APOBEC3F with the HIV-1 protein that degrades it), YFP fluorescence increase; 0.2% of 390,000 active; Potency, µM (titrated, usually from 46.1 µM), inactives show at the highest dose activity, negative = active; also: potency is read from the fitted curve at half-maximal effect; % of control where 0% means no effect; nearly all actives have a fitted effect of over 65% in size
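HeLa cells stably expressing Vif plus C-terminally eYFP-tagged A3F were seeded, incubated overnight at 37 deg C, dosed with compound, incubated overnight again at 37 deg C. Yellow fluorescence (Ex 488/Em 500-530) reported blocked Vif-mediated A3F-eYFP degradation.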
TrxR1 substrate = rat thioredoxin reductase 1 substrate activity | purified TrxR1 substrate turnover, NADPH consumption readout | Potency, µM (series often up to 114 µM), for inactives: at the top dose activity change, negative = substrate turnover | 0.01% of 390,000 active | AID 588456; also: potency is read from the fitted curve at half-maximal effect; % is scaled to controls: 0 for no effect and ±100 for the full control effect; nearly all actives have a fitted effect of over 50% in size
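Rat TrxR1, dispensed at 90 nM, was prereduced with 400 uM NADPH (final) for 5 min at ~22 deg C, then incubated with compound 15 min before 400 uM selenite. A first-read NADPH fluorescence drop versus no-compound background flagged substrates.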
mIDH1 inhibitor = human IDH1 R132H inhibition; 0.093% of 390,000 active; Potency, µM (titrated, usually from 76.6 µM), without a hit: top-dose activity change, negative = inhibition, actives largely listed as inhibitors; O75874; IDH1-R132H enzyme, NADPH consumption, diaphorase/resazurin fluorescence; AID 602179; also: potency is read from the fitted curve at half-maximal effect; % is scaled to controls: 0 for no effect and ±100 for the full control effect; nearly all actives have a fitted effect of over 65% in size
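IDH1-R132H (0.5 ug/mL dispensed) in pH 7.5 Tris buffer was preincubated 30 min with compound, then given a substrate mix of 0.016 mM NADPH and 2 mM alpha-KG for 80 min at room temperature; remaining NADPH was read by diaphorase/resazurin fluorescence.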
* marks the source's active call; other numbers are inactive results; ? = inconclusive; · = no result given; & = joins results of further samples; [ ] = dose if it differs, or a comment. Unless noted, calls follow the shape of the dose curve; as a rule, active = well fitted curve in the direction sought with a large enough effect; inconclusive = small, poorly fitted or top-dose-only effect, or another doubt; inactive = no such curve, though single readings can be large; an effect the other way counts as inactive or inconclusive.

Every second line gives: LDHA block, RGS4 inh, rTrxR1 inhibitor, USP1-UAF1 inh, Glioma ERSR ind, Vif-A3G inh, Vif-APOBEC3F blk, TrxR1 substrate, mIDH1 inhibitor
CCOC(=O)N1CCC(N2C(=O)c3ccccc3C2Nc2ccc(S(=O)(=O)N3CCOCC3)cc2)CC1 (stereo not given)
 : 1, -11%, 45%[0.0914 µM], -21%, -1%, 0%, 2%, -5%, -1%
CCOC(=O)N1CCN(C(=O)C2CCN(S(=O)(=O)c3ccc(OC)cc3)CC2)CC1
 : -13, 2%, -2%, -14%, -4%, 1%, 5%, -8%, -4%
COc1cccc(CC(=O)Nc2nc3ccccc3[nH]2)c1
 : -6, 25%, 13%[57.1 µM], -4%, -5%, -2%, -26%, 4%[57.1 µM], 3%
Cn1ccc(C(=O)OCC(=O)Nc2cccc(Cl)c2)n1
 : 1, -6%, 22%, ?, 7%, -1%, 10%, -4%[0.457 µM], 7%
O=C(CCS(=O)(=O)c1ccccc1)N1CCOCC1
 : -7, -10%, 29%[57.1 µM], 1%, -3%, 0%, 0%, 10%[57.1 µM], 3%
COc1ccc(NS(=O)(=O)c2cccc(C(=O)NN=Cc3ccc(OC)cc3OC)c2)cc1
 : -5, 9%, 25%, -21%, -3%, -1%, 2%, 15%, -4%
COc1cccc(CNc2ccc(F)c(Cl)c2)c1
 : 3, 22%, 5%, -16%, 1%, 3%, -4%, -6%[57.1 µM], 16%
O=C(O)Cc1ccc(C(=O)c2ccccc2)s1
 : -8, -6%, -15%, 1%, -2%, -6%, -4%, -13%, -3%
CC(NC(=O)Nc1cccc(F)c1)c1ccc2c(c1)OCO2 (stereo not given)
 : -13, -1%, -4%, -8%, -3%, -1%, 6%, -11%, 0%
COC(=O)Nc1ccc(S(=O)(=O)N2CCCc3ccccc32)cc1
 : -2, 4%, 7%[57.1 µM], -10%, 5%, ?, -12%, 1%[57.1 µM], 7%
CC(Oc1cccc(Cl)c1)C(=O)N1CCCN(C)CC1 (stereo not given)
 : -5, 20%, 16%, -12%, 0%, -9%, -10%, 9%, -12%
Cc1cccc(-n2c(C)cc(/C=C3\C(=N)N4N=C(CC(C)C)SC4=NC3=O)c2C)c1
 : 2, -15%, 6%[57.1 µM], -18%, -1%, 0%, -7%, 4%[57.1 µM], -9%
CC(C)c1nc(CNC(=O)C2CCC(=O)N(Cc3ccc(Cl)cc3)C2)no1 (stereo not given)
 : -2, 9%, 31%, -8%, 0%, -1%, -5%, 4%, -5%
Fc1ccccc1-c1n[nH]c(=S)n1CC1CCCO1 (stereo not given)
 : -2, -4%, 11%[57.1 µM], 2%, -2%, -1%, -13%, 7%, 7%
COCCNC(=O)CCn1nc(-c2ccc(Cl)cc2)c2ccccc2c1=O
 : -2&-4&-16, -1%&-13%, 15%&-5%, -21%&-15%, -6%&-4%, 1%&0%, 2%&-4%, -2%&-3%, -4%&13%
COc1ccc(-n2c(SCC(=O)NCCCN3CCCC3=O)nnc2C(C)N2CCCCC2)cc1 (stereo not given)
 : -5, 25%, 23%, 0%, -3%, -2%, 7%, 6%, -4%
COc1ccc(NC(=O)Nc2cc(C)ccc2F)cc1OC
 : -2, 12%, -31%, -4%, 5%, -9%, 10%, -15%, -19%
CN(C)CCOC(C1CCCCC1)C1CCCCC1
 : 2, 0%, 31%, -12%, -2%, 2%, -5%, 8%, 4%
COc1ccc(-c2nc(C#N)c(NCCCN3CCOCC3)o2)cc1
 : -5, 19%, -27%, -3%, 2%, 1%, 3%, 157%[activator], 12%
COc1cc(CNC(=O)c2nc(Cn3nc(C)c(Br)c3C)no2)cc(OC)c1
 : -8, 19%, 17%, -8%, 0%, 1%, 4%, -6%, 10%
Cc1ccc(C(=O)O)cc1NC(=S)NC(=O)C(c1ccccc1)c1ccccc1
 : -6, -27%, -10%, 2%, 3%, -1%, ·, -1%, 11%
CC(=O)Nc1sc(C)c(C)c1C(=O)OCC(=O)NCc1ccc(Cl)cc1
 : -5, -13%, 20%, -6%, -3%, 3%, -2%, 2%, -1%
COCCN(C(=O)CSc1nc2ccc(Cl)cc2[nH]1)c1c(N)n(Cc2ccccc2)c(=O)[nH]c1=O
 : 18, -31%, -11%, -20%, -6%, 0%, -3%, -10%, 4%
Cn1c(=O)c(=O)n(C)c2cc(S(=O)(=O)N3CCCCC3)ccc21
 : -7, 18%, -9%[57.1 µM], -9%, -3%, -4%, -6%, 8%[57.1 µM], -1%
Cc1cc(C)c(NC(=O)CNC(=O)CN(C)Cc2ccc(Br)s2)c(C)c1
 : -2, 17%, 8%, -5%, 0%, -5%, 5%, 3%, 1%
CC(=O)N1c2nc(-c3ccco3)nn2C2(CCCCC2)[C@@H]2CCCC[C@@H]21
 : 2&-3, -32%, -2%, 11%, 0%, -3%, -12%, 4%, -9%
COC(=O)c1cc(-c2ccccc2)sc1N
 : -1, ?, -10%, -20%, 0%, 0%, -2%, 1%, 9%
O=C(NCc1ccccn1)c1ccc2nc(C3CCCCC3)oc2c1
 : 0, -29%, 13%, -18%, 0%, 1%, -5%, 3%, 0%
COc1ccc(C2C(C(=O)NCCN(C)C)c3ccccc3C(=O)N2C)cc1OC (stereo not given)
 : -9, 9%, 8%, -4%, 2%, -6%, -1%, 4%, -2%
Cc1ccc(NC(=O)Nc2cnc3ccccc3c2)cc1
 : -5, -2%, 17%, -14%, 9%, 1%, 16%, 7%, -5%

Continued; the last two above are carried over.
Every second line gives: LDHA block, RGS4 inh, rTrxR1 inhibitor, USP1-UAF1 inh, Glioma ERSR ind, Vif-A3G inh, Vif-APOBEC3F blk, TrxR1 substrate, mIDH1 inhibitor
COc1ccc(C2C(C(=O)NCCN(C)C)c3ccccc3C(=O)N2C)cc1OC (stereo not given)
 : -9, 9%, 8%, -4%, 2%, -6%, -1%, 4%, -2%
Cc1ccc(NC(=O)Nc2cnc3ccccc3c2)cc1
 : -5, -2%, 17%, -14%, 9%, 1%, 16%, 7%, -5%
CC(C)CCC[C@@H](C)[C@H]1CC[C@H]2[C@@H]3C(=O)C=C4C[C@@H](O)CC[C@]4(C)[C@H]3CC[C@]12C
 : -6, 5%, 19%, -17%, 1%, 0%, -3%, -6%, -3%
CCOC(=O)c1cc(NC(=O)c2ccccc2)c(=O)oc1-c1ccccc1
 : -6, -12%, -7%, -18%, 4%, -7%, -3%, 1%, 9%
N#C/C(=C\c1ccc(Cl)cc1)c1nc(-c2cc3ccccc3oc2=O)cs1
 : -5, -8%, 6%, -11%, -2%, -3%, -3%, 5%, -5%
C#CCOCCOCCOCCNc1nc(N2CCOCC2)nc(N2CCN(C(=O)CCCCCCCCCCNC(=O)[C@H](CO)n3cc(CCCCCN)nn3)CC2)n1
 : 1, -7%, -29%, -29%, -4%, 1%, 3%, 0%, 14%
Cc1c(C(=O)NCc2cccnc2)sc2nc(-c3ccccc3)cn12
 : -2, 2%, 14%[57.1 µM], -21%, 4%, -9%, -8%, 2%[57.1 µM], 0%
O=c1c2cnn(-c3ccc(Cl)cc3)c2ncn1Cc1cccc(C(F)(F)F)c1
 : -5, 28%, 20%, 3%, 2%, 3%, -2%, -1%, -2%
Cc1ccc2c(=O)cc(C(=O)Nc3c(C(=O)c4ccc(F)cc4)oc4ccccc34)oc2c1C
 : -5, 12%, 30%, -21%, -4%, 1%, 6%, 4%, 3%
CCOC(=O)c1sc(NC(=O)c2ccc3ncsc3c2)nc1C
 : -15, 3%, 8%, -8%, -3%, 6%, -8%, 5%, -15%
CCC(C)N1CCN(S(=O)(=O)c2ccc3ccccc3c2)CC1 (stereo not given)
 : -11, -9%, 29%, -15%, -1%, -9%, -6%, 1%, -9%
O=C(CSc1ncccn1)NC(=O)NCc1ccco1
 : -2, -19%, 6%, -20%, -4%, -10%, 0%, 3%, 0%
Cc1nc(-c2ccc(Cl)cc2)sc1C1(C)CC(c2ccc(Cl)cc2)=NO1 (stereo not given)
 : -9, 3%, 16%[57.1 µM], -22%, -4%, 4%, 1%, 5%[57.1 µM], 0%
CC1=C(C(=O)N(C)C)C(c2cccs2)NC(=O)N1 (stereo not given)
 : -5, 15%, 19%, -2%, 1%, -1%, ·, 8%, 3%
COc1cc(NC(=O)COC(=O)/C=C/c2c(C)nn(-c3ccc(F)cc3)c2Cl)cc(OC)c1
 : -5, -18%, 37%[activator], ?, -1%, -4%, 12%, 5%, -3%
COCCCNC(=O)C1CCC(CNS(=O)(=O)c2ccc3c(c2)CC(C)N3C(=O)C2CC2)CC1 (stereo not given)
 : -2, 8%[11.4 µM], 13%, -10%, -7%, -2%, -7%, 3%, 0%
COC(=O)c1cc(NC(=O)CN(c2ccc(OC)cc2)S(=O)(=O)c2ccc(F)cc2)ccc1Cl
 : -2, -23%, 8%, -22%, 0%, 1%, 4%, -3%, 3%

A portion of the library. The share of hits here may be higher or lower than overall.
